KCNK3 block – human KCNK3 channel inhibition, primary screen; O14649; CHO-KCNK3 thallium flux, FluxOR fluorescence; active compounds read low; B-score at 10 µM; 340,000 compounds, 0.84% hits;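 active = B-score under library mean minus 4 SD, starting fluorescence ratio at most library mean plus 5 SD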;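 also: more negative B-score means stronger inhibition of thallium flux through KCNK3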
RGS4 block – inhibitors of human RGS4 | P49798 | HEK293 M3R/RGS4 inducible, Fluo-4 calcium flux; active compounds read high; triggered by carbachol at its EC20 | B-score at 10 µM | 310,000 compounds, 0.45% hits | AID 463165;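 active = B-score, a plate-corrected calcium signal, over three deviations above library mean, with baseline fluorescence within five deviations of library mean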;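 also: RGS4 expression induced by doxycycline in cells with stable M3 receptor; B-score is computed from the integrated fluorescence ratio over baseline after carbachol; higher B-score means a larger calcium signal and so more RGS4 inhibition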
Target sequence (P49798 whole entry, looked up): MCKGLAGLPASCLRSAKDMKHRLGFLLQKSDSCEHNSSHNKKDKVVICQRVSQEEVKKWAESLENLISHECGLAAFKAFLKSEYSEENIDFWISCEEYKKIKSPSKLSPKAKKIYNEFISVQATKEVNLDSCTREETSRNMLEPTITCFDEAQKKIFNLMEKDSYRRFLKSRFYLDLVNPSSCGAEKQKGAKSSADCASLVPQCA
KCNQ1 block – blocks the human KCNQ1 potassium channel; CHO-K1 KCNQ1, FluxOR thallium flux fluorescence; active compounds read high; B-score at 10 µM; 310,000 compounds, 1.3% hits; P51787;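 active = compounds whose thallium flux B-score, printed positive for inhibition, exceeds three library SD while starting fluorescence stays within three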;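 also: channel opened by potassium depolarization with thallium stimulus after 20 min compound exposure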
ANO1 activ – activates or potentiates the mouse TMEM16A chloride channel. Q8BHY3. HEK293 TMEM16A/YFP-H148Q/I152L, iodide quench fluorescence; active compounds read low. B-score at 10 µM. 340,000 compounds, 0.3% hits. AID 623877;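 active = fluorescence-ratio B-score plate-corrected deviation score at least 3 library SD below zero, with starting fluorescence score within 5 deviations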;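 also: channel opened by trigger with iodide after compound preincubation; score built on the fluorescence ratio of max minus min over baseline; more negative score means more quench and so TMEM16A activation or potentiation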
SKKanGAS inh – blocks kanamycin growth of S. pyogenes SKKanGAS strain; 300,000 compounds, 1.3% hits; BacTiter-Glo, 6 h; inhibition, % at 7.5 µM; AID 1662;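 active = mean replicate score, as percent of positive control median, at least 50; inconclusive = mean below 50 but one replicate at or above 50; inactive = mean and every replicate below 50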;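 also: strain carries kanamycin resistance gene driven by streptokinase promoter and grows in 40 µg/ml kanamycin; loss of luminescence reflects streptokinase promoter inhibition or plain growth inhibition; 0% = median of DMSO wells and 100% = positive control at its reference dose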
HDAC3 inh – blocks human histone deacetylase 3 | O15379 | recombinant HDAC3, fluorogenic peptide/trypsin coupled, fluorescence | inhibition, % at 8.3 µM | 320,000 compounds, 0.15% hits | AID 2718; in the data active = inhibition above about 26%, passing the limit was not always enough; inconclusive = no clear call, values can overlap the other calls
Target sequence (O15379 whole entry, looked up): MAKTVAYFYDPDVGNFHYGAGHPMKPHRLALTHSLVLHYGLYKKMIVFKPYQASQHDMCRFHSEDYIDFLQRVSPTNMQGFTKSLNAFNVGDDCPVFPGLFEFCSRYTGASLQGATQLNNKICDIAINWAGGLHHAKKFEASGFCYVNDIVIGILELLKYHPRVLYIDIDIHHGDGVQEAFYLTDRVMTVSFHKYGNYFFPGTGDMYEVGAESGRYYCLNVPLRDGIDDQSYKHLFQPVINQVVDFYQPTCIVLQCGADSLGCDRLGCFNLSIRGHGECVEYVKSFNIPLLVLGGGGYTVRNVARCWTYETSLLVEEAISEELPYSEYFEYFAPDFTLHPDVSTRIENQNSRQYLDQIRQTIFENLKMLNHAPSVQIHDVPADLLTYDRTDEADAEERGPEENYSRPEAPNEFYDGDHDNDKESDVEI
KCNK9 inh – human KCNK9 channel inhibition | 310,000 compounds, 1.2% hits | HEK293 KCNK9, FluxOR thallium flux fluorescence; active compounds read low | B-score at 10 µM;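 active = ratio B-score over 3 SD below the library mean, with starting fluorescence within 5 SD of its mean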;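 also: negative B-score means less thallium flux so channel inhibition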
Target sequence (Q9NPC2 whole entry, looked up): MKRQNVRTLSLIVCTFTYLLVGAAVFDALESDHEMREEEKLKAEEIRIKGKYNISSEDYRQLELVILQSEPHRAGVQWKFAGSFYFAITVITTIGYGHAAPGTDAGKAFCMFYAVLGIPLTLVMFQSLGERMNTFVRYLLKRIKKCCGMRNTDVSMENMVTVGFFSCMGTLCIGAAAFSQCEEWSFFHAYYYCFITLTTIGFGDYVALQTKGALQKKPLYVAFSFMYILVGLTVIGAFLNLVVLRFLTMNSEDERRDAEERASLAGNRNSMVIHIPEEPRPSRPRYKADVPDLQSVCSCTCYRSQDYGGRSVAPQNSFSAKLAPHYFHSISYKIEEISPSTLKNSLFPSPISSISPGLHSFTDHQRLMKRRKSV
KCNQ1 pot – potentiators or activators of human KCNQ1 potassium channel; B-score at 10 µM; 310,000 compounds, 0.35% hits; P51787; AID 2648; CHO-K1 KCNQ1, thallium flux FluxOR fluorescence; active compounds read high;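 active = fluorescence ratio B-score, a plate-corrected score, at least three library SD, with initial intensity B-score within 5 SD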
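assay system = KCNQ1-transfected CHO-K1 cells | medium = assay buffer with matched DMSO | probe or stimulus = depolarizing K+/Tl+ stimulus, K2SO4 and Tl2SO4 each 12.5 mM in 5x stock | dosing = single dose | incubation = dye 90 min, compound 20 min, room temperature | detection = kinetic FluxOR fluorescence, 10 s baseline plus 110 s post-stimulus | evaluation = ratio B score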
RGS4 pot – RGS4 potentiation or activation; HEK293 M3R/inducible RGS4, carbachol calcium flux Fluo4; active compounds read low; B-score at 10 µM; 310,000 compounds, 0.92% hits; AID 463111;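 active = B-score of the integrated calcium signal more than 4 SD below the library mean, with starting fluorescence not abnormally high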;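 also: negative B-score means reduced calcium response which marks RGS4 activation or potentiation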
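Material: M3R-expressing HEK293 line, RGS4 induced by doxycycline | Schedule: Overnight RGS4 induction, 30 min dye load 37 °C, 20 min compound RT | Measured by: Fluo4 fluorescence kinetic imaging of calcium | Read-out: Integrated calcium ratio converted to B score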
hERG rescue – shields human hERG channel from block by proarrhythmic agents. Q12809. CHO-hERG, FluxOR thallium flux, dofetilide IC70 present. activation (rescue from dofetilide block), less the hit threshold, % at 10 µM. 310,000 compounds, 0.51% hits;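 active = activation above the mean of controls blocked by dofetilide plus 5 SD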;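 also: thallium influx through hERG after potassium depolarization seen as dye fluorescence rise; in these data hits start at about 4.7%; inactives centre near -7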
TMEM16A inh – mouse TMEM16A channel inhibition, primary screen. Q8BHY3. HEK293 TMEM16A/YFP iodide influx fluorescence, ionomycin. normalized B-score (activity score, 25-100; higher = stronger inhibition) at 10 µM. 310,000 compounds, 1.2% hits. AID 588511;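 active = ratio plate-corrected score three or more library SD toward inhibition, starting fluorescence score within five deviations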;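 also: score derived from kinetic fluorescence span divided by baseline fluorescence per well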
Numbers without * were called inactive; i = inactive; ? = inconclusive; . = no result given.

Compound,KCNK3 block,RGS4 pot,ANO1 activ,RGS4 block,HDAC3 inh,hERG rescue,KCNQ1 block,KCNQ1 pot,SKKanGAS inh,KCNK9 inh,TMEM16A inh
O=C1N(Cc2cccc(Cl)c2)C[C@@H]2C[C@@H](c3cccn3-c3nccs3)N3CCC[C@@]123,i,i,i,i,-2.2,-10.3,i,i,-3.7,i,i
O=C(Nc1ccc(S(=O)(=O)N2CCc3ccccc32)cc1)c1ccco1,i,i,i,i,5.7,-3.6,i,i,5.6,i,i
COc1ccc(N/C=C2/CCCCC2=O)cc1,i,i,i,i,-6.9,-4.9,i,i,.,i,i
C#CCOCCOCCOCCNc1nc(N2CCOCC2)nc(N2CCN(C(=O)Cn3cc(CCCN=C(N)N)nn3)CC2)n1,i,i,i,i,-1.8,0.1,i,i,7.5,i,i
O=C(COC(=O)CCc1c[nH]c(=O)[nH]1)Nc1ccccc1,i,i,i,i,-2.2,-5.4,i,i,-3.2,i,i
CCC(CC)C(=O)NCCc1cc2ccc(OC)cc2[nH]c1=O,i,i,i,i,0.9,-8.3,i,i,1.8,i,i
O=C(CSC1=NC(=O)C(c2ccccc2)C(=O)N1)Nc1ccccc1Cl (configuration not stated),i,.,i,.,-4.2,.,.,.,0.6,.,i
Cc1nn(-c2ccccn2)c2c1C(=O)CC(C)(C)C2Br (configuration not stated),i,i,i,i,.,-6.0,i,i,2.0,i,i
CCn1c(CS(=O)Cc2ccc(Cl)cc2Cl)nnc1SCc1c(Cl)cccc1Cl (configuration not stated),i,i,i,i,-4.3,-11.1,i,i,9.6,i,i
CCN(CC(=O)Nc1ccc(NC(C)=O)cc1)C(=O)c1cccnc1Sc1ccc(C)c(C)c1,i,i,i,i,0.9,-8.2,i,i,0.5,i,i
CN(CC(=O)N1CCc2ccccc21)S(=O)(=O)c1cccc2cccnc12,i,i,i,i,1.5,-1.3,i,i,5.2,i,i
Cc1c(Br)c([N+](=O)[O-])nn1C(C)C(=O)NCC1CCCO1 (configuration not stated),i,i,i,i,9.6,-10.6,i,i,-10.8,i,i
O=C(COc1coc(CN2CCc3ccccc3C2)cc1=O)Nc1ccc(Cl)cc1,i,i,i,i,.,-7.7,i,i,-13.0,i,i
COc1ccc2oc(C(=O)N3CCCc4ccccc43)c(C)c2c1,i,i,i,i,1.2,-20.6,i,i,-0.5,i,i
Cc1c(NS(=O)(=O)c2cc(C(=O)O)ccc2Cl)c(=O)n(-c2ccccc2)n1C,i,i,i,i,-5.4,-3.5,i,i,0.0,i,i
CCOc1ccccc1NC(=O)COC(=O)C(CC(C)C)N1C(=O)C2CC=CCC2C1=O (configuration not stated),i,i,i,i,10.9,-8.2,i,i,6.2,i,i
O=C(Nc1nc2cc3c(cc2s1)OCCO3)C1=COCCO1,i,i,i,i,.,-11.6,i,i,27.3,i,i
CC(C)Cc1csc(NC(=O)c2ccc(Cl)cc2)c1C(=O)O,i,i,i,i,2.5,-1.4,i,i,73.8*,i,25*
CCOc1ccccc1CNC(=O)CCn1ccc2cc(S(=O)(=O)N3CCCCC3)ccc21,i,i,i,i,8.5,-6.5,i,i,-0.3,i,i
O=C(NCCN1CCOCC1)c1cc([N+](=O)[O-])ccc1Cl,i,i,i,i,-4.3,-10.1,i,i,3.7,i,i
O=C(CSc1nnc(-c2cccnc2)n1-c1ccccc1)Nc1ccc2c(c1)OCO2,i,i,i,i,3.3,-12.8,i,i,-3.4,i,i
Cc1ccc(C)c(Nc2ccc3nonc3c2[N+](=O)[O-])c1,i,i,i,i,2.2,-7.2,i,i,-0.6,i,i
CC(C)(C)NC(=O)Cn1nnc(-c2ccc(Cl)cc2)n1,i,i,i,i,4.2,-3.0,i,i,-11.1,i,i
O=C(O)COc1ccc(/C=N/NC(=O)/C(=C/C=C/c2ccccc2)NC(=O)c2ccccc2)cc1,i,i,i,i,11.0,-1.2,i,i,-3.3,i,i
O=C(OCc1ccccc1)C1=NNC2C(=O)N(Cc3ccccc3)C(=O)C12 (configuration not stated),i,i,i,i,-0.8,-9.0,i,i,-7.4,i,i
COC(CNC(=O)C(=O)Nc1cc2c3c(c1)CCN3C(=O)CC2)OC,i,i,i,i,1.0,-4.8,i,i,-1.4,i,i
CNC(=O)NC(=O)C(C)OC(=O)c1c2c(nc3ccccc13)/C(=C/c1cccs1)CC2 (configuration not stated),i,i,i,i,.,-19.0,i,i,23.2,i,i
O=C(CS(=O)(=O)Cc1ccccc1)NCC1CCCO1 (configuration not stated),i,i,i,i,-5.9,-12.2,i,i,4.2,i,i
O=C(NCc1ccccc1F)C1CC(=O)N(c2ccc3c(c2)OCCO3)C1 (configuration not stated),i,i,i,i,6.2,-14.3,i,i,0.6,i,i
Cc1cc(NC(=O)CSc2nc3c(cc2C#N)CCCC3)no1,i,i,i,i,15.9,-4.9,i,i,-3.2,i,i
CC(C)Cn1c(=O)oc2ccccc21,i,i,i,i,?,-3.4,i,i,-3.3,i,i
CCOC(=O)CCNC(=O)N1CCCC(C(=O)c2ccc3c(c2)OCO3)C1 (configuration not stated),i,i,i,i,2.6,-5.8,i,i,7.5,i,i
COc1ccc(CNn2cnnc2)c(O)c1,i,i,i,i,2.9,1.6,i,i,2.4,i,i
C=CCn1nc(-c2ccccc2)cc1C(=O)OCC,i,i,i,i,10.9,-6.5,i,i,-5.1,i,i
O=C(N/N=C/c1c[nH]c2ccccc12)C1CC1(c1ccccc1)c1ccccc1 (configuration not stated),i,i,i,i,23.6,-3.3,i,i,60.4*,i,i
Cc1cccn2c(=O)c(/C=C(\C#N)C(=O)NCc3ccco3)c(N3CCOCC3)nc12,i,i,i,i,-0.7,-7.0,i,i,-0.5,i,i
O=C(O)CCCCCNS(=O)(=O)c1cccc2nsnc12,i,i,i,i,3.9,-10.2,i,i,-4.0,i,i
CN(Cc1ccccc1)C(=O)c1ccc2c(c1)NC(=O)C(N1CCOCC1)S2 (configuration not stated),i,i,i,i,.,-18.4,i,i,17.3,i,.
COCc1nc2ccccc2n1Cc1cccc(C)c1,i,i,i,i,1.0,-7.0,i,i,6.1,i,i
O=C(Nc1ccccc1-c1ccccc1)c1ccc(=O)[nH]n1,i,i,i,i,-4.3,-2.2,i,i,-3.1,i,i
O=C(NCc1ccc2c(c1)OCO2)c1nc(Cn2cc(Br)cn2)no1,i,i,i,i,-0.4,-6.3,i,i,-39.2,i,i
Cc1nc(Cl)sc1C(=O)Nc1ccccc1Cl,i,i,i,i,5.5,-9.1,i,i,-2.1,i,i
Cc1ccc(C(c2nnnn2C2CCCCC2)N(C)C2CCCCC2)cc1 (configuration not stated),i,i,i,i,5.0,-5.5,i,i,14.4,-9.39*,25*
COc1cccc(OC)c1NC(=O)C1CCCN1C(=O)Nc1ccccc1F (configuration not stated),i,i,i,i,.,-6.7,i,i,3.7,i,.
COc1ccc(C)cc1Nc1n[n+](-c2ccccc2)c(-c2ccc(SC)cc2)s1,i,i,i,i,7.9,-32.5,i,i,3.3,i,i
COc1ccc(C(=O)NCC(c2cccs2)N2CCc3ccccc32)cc1OC (configuration not stated),i,i,i,i,-17.2,-9.2,i,i,16.2,i,i
Cc1ccc(CNC(=O)c2ccccc2NS(=O)(=O)c2ccc(Cl)nc2)cc1,i,i,i,i,5.1,-9.1,i,i,9.5,i,100*
COc1ccc(NC(=O)CSc2nnc(CN3CCOCC3)n2C)cc1Cl,i,i,i,i,-1.3,-9.5,i,i,1.9,i,i
CC1Cc2cc(S(=O)(=O)CCC(=O)N3CCN(c4ccccc4)CC3)ccc2N1C(=O)C1CC1 (configuration not stated),i,i,i,i,1.9,-10.8,i,i,-1.7,i,i
O=C(COc1ccc(Br)cc1)Nc1ccc(Cc2ccncc2)cc1,i,i,i,i,10.4,-8.8,i,i,0.0,i,100*
CCc1c(C#N)c(SCCC(=O)Nc2ccc(OC)cc2)nc2c1C(=O)CC(C)(C)C2,i,i,i,i,0.0,-4.8,i,i,8.0,i,i
CC(C)c1c(C(=O)N/N=C/c2cccc(OCc3ccc(F)cc3)c2)nnn1-c1nonc1N,i,i,i,i,-2.6,-10.7,i,i,87.5*,i,i
CCn1ncc(Br)c1C(=O)N(C)C12CC3CC(CC(C3)C1)C2,i,i,i,i,0.5,-9.7,i,i,-1.6,i,i
COC(=O)/C(=C1/Oc2cc(C)oc(=O)c2S1)C(F)(F)F,i,i,i,i,15.4,-7.0,i,i,-1.5,i,i
CCOC(=O)c1ccc(NC(=O)Cn2c(C)nc3c(sc(=S)n3CC)c2=O)cc1,i,i,i,i,-2.8,-6.9,i,i,17.3,i,i
O=[N+]([O-])c1cccc(C2=NCCC(c3ccccc3)O2)c1 (configuration not stated),i,i,i,i,-1.8,-9.2,i,i,4.1,i,i
CCC(C)(C)n1nnnc1C(c1ccc(C)cc1)N1CCN(C(=O)c2ccco2)CC1 (configuration not stated),i,i,i,i,1.4,-2.2,i,i,-0.5,i,i
CCN(Cc1ccccc1)C(=S)Nc1cc(C(=O)OC)ccc1C(=O)OC,i,i,i,i,1.4,-8.7,i,i,14.7,i,i
CSc1nc(N2CCOCC2)c2c(c1C#N)CCCCC2,i,i,i,i,-0.5,-11.0,i,i,4.0,i,i
Cc1ccc(CNC(=O)C2CCCN2C(=O)Nc2ccc(C)cc2)cc1 (configuration not stated),i,i,i,i,-1.8,-2.1,i,i,1.5,i,i

Screens (PubChem BioAssay)

Compounds as they come; any-hit rate near 6.3%.
